KLK5 inh – human KLK5 protease inhibitors, primary screen, biochemical, 1536-well | recombinant hK5, fluorogenic AMC substrate cleavage | inhibition, % at 5 µM | 210,000 tested, 0.59% active;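 active = inhibition of 40% or more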;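 note: 0% = enzyme controls without compound and 100% = no-enzyme blanks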
Target sequence (Q9Y337 67-293 limits assumed): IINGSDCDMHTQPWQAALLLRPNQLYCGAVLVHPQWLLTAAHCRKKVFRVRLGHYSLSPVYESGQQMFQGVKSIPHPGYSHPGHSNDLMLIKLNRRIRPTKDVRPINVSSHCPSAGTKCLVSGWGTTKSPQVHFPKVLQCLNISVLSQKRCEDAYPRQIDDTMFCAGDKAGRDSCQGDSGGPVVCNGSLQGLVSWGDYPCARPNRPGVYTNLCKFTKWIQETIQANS
Runt-CBFb FRET – inhibitors of RUNX1 Runt–CBFb binding, primary screen, biochemical, FRET, Cerulean-Runt, Venus-CBFb, uHTS | Runt-related transcription factor 1 (Homo sapiens) + Core-binding factor subunit beta … | Cerulean-Runt/Venus-CBFb FRET ratio 530/480, 1 h | inhibition, % at 20 µM | 220,000 tested, 0.46% active | AID 1496, 2009;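 active = inhibition over about 50% at 20 µM in the single-dose screen, limit read from the data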;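 note: 0% = DMSO wells and 100% = excess unlabeled CBFb competitor control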
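test system = Cerulean-Runt domain fusion protein, energy donor | probe or stimulus = Venus-CBFb binding partner, 100 nM | incubation = two 1 h room-temperature incubations shielded from light | detection = fluorescence energy transfer, 422 nm excitation, 530/480 nm emission | measure = loss of energy transfer signal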
thrombin 1536 – human alpha-thrombin inhibitors, primary screen, counter-screen for coagulation protease inhibitor project, biochemical, 1536-well, fluorogenic AMC substrate. inhibition, % at 5 µM. Boc-VPR-AMC fluorogenic substrate cleavage. 220,000 tested, 0.26% active. AID 1046, 2008. Prothrombin (Homo sapiens), P00734;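 active = inhibition at or above 40%; inactive = inhibition below 40%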;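 note: 0% = enzyme with no compound and 100% = wells without enzyme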
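System: human alpha-thrombin protein; Compound dosing: one concentration per compound, 5 µM, with 0.2% DMSO; Timing: reaction at room temperature; Technique: AMC fluorescence, 355/460 nm; Controls: enzyme without compound as high, wells lacking enzyme as low.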
Runt-SMMHC FRET – inhibitors of RUNX1 Runt–CBFb-SMMHC binding, primary screen, biochemical, FRET, Cerulean-Runt, Venus-CBFb-SMMHC, uHTS; AID 1434, 2008; 220,000 tested, 0.74% active; Runt-related transcription factor 1 (Homo sapiens) + Core-binding factor subunit beta …; Cerulean-Runt/Venus-CBFb-SMMHC FRET ratio 530/480, 1 h; inhibition, % at 20 µM;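 active = mean inhibition across duplicate retests at 20 µM reaching about 50%, limit read from the data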;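 note: 0% = DMSO wells and 100% = wells with excess untagged CBFb-SMMHC; inhibitors lower the FRET ratio by blocking Runt binding to CBFb-SMMHC; some results filed as inactive read as strong as hits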
14-3-3 Bad inh – inhibitors of 14-3-3 zeta/Bad binding, primary screen, biochemical, TR-FRET, bovine 14-3-3 zeta; AID 781, 2007; 220,000 tested, 0.71% active; inhibition, % at 21.7 µM; 14-3-3 protein zeta/delta (Bos taurus), P63103; TR-FRET 14-3-3zeta/Dy647-pBad peptide displacement, 1 h;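 active = inhibition above about 70%, limit read from the data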;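 note: 0% = full 14-3-3 plus peptide FRET controls and 100% = background without 14-3-3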
Target sequence (P63103 whole entry, looked up): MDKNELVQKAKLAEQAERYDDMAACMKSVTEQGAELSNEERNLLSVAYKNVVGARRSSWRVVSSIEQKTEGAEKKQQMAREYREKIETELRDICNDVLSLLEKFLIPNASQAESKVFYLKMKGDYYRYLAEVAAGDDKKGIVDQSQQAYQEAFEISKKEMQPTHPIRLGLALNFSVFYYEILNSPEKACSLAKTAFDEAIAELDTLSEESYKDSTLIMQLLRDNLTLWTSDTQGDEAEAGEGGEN
FXIa inh 1536 – human FXIa protease inhibitors, primary screen, biochemical, 1536-well | Coagulation factor XI (Homo sapiens), P03951 | purified FXIa, Boc-Glu-Ala-Arg-AMC fluorogenic substrate | inhibition, % at 5 µM | 220,000 tested, 0.14% active | AID 798, 2007;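 active = inhibition of at least 40%; inactive = inhibition below 40%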;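 note: fluorescence of freed AMC excited at 355 nm; 0% = enzyme without compound and 100% = no enzyme blank; many of its hits are not listed in these tables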
Hck Nef HTS – inhibitors of Nef-activated human Hck kinase, primary screen, biochemical, Z-Lyte FRET, 384-well, Hck-YEEI; AID 463187, 2010; inhibition, % at 20 µM; 220,000 tested, 0.68% active; Recombinant Hck-YEEI plus Nef, Z-Lyte FRET kinase assay; Tyrosine-protein kinase HCK (Homo sapiens), P08631;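 active = Hck-Nef kinase inhibition above about 50%, limit read from the data; inactive = inhibition below that limit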;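 note: 0% = DMSO with Hck plus Nef and 100% = Hck alone without Nef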
Target sequence (P08631 whole entry, looked up): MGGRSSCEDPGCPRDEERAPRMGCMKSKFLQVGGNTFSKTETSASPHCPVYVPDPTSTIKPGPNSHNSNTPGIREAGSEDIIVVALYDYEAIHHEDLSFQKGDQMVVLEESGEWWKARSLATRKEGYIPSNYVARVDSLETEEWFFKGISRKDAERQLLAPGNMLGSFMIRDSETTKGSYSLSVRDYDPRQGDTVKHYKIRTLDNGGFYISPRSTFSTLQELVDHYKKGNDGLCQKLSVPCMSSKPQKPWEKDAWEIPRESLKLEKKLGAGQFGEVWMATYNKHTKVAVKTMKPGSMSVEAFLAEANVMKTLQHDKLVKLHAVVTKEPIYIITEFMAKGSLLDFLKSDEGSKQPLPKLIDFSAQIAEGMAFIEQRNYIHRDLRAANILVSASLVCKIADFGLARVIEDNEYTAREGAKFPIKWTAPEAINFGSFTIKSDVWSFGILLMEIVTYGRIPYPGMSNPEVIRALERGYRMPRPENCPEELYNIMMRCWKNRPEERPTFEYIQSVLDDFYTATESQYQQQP
Wee1 stabilizer – Wee1 degradation inhibitors, primary screen, cell-based, HeLa, Wee1K328M-luciferase, luminescence; Wee1-like protein kinase (Homo sapiens), P30291; HeLa Luc-Wee1K328M stability; 100% = proteasome inhibitor MG132 effect; reporter increase, % at 5 µM; 220,000 tested, 1.2% active; AID 1321, 2008;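 active = activation above the mean of all tested compounds plus 3 SD, set per screening run, cut at about 8.8% in these data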;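 note: cells exposed to compound for 20 h before luminescence read; 0% = DMSO alone and 100% = MG132 at 30 µM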
FXIIa inh 1536 – human FXIIa protease inhibitors, primary screen, biochemical, 1536-well | 220,000 tested, 0.3% active | AID 800, 2007 | Coagulation factor XII (Homo sapiens), P00748 | inhibition, % at 5 µM | purified FXIIa, Boc-QGR-AMC fluorogenic substrate, 2 h; in the data active = inhibition above about 40%;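 note: 0% = enzyme with no compound and 100% = blank without enzyme; many of its hits are not listed in these tables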
An asterisk follows results filed as active; · = no result given; [ ] = dose if it differs, or a comment.

SMILES | KLK5 inh | Runt-CBFb FRET | thrombin 1536 | Runt-SMMHC FRET | 14-3-3 Bad inh | FXIa inh 1536 | Hck Nef HTS | Wee1 stabilizer | FXIIa inh 1536
COc1ccc(C(=O)N/C(=C/c2cccnc2)C(=O)N2CCOCC2)cc1OC | 2 | 1 | -6 | 0 | 0 | 0 | -4 | -2 | 9
CCN(CC)CCCNC(=O)c1ccccc1C | 3 | -1 | 3 | 3 | 0 | 5 | 2 | 5 | 7
CCOC(=O)c1c(NC(=O)CN2CCOCC2)sc2c1CCCC2 | -7 | -5 | -1 | -4 | 3 | -5 | 1 | -2 | 4
C/C(=C\c1ccccc1)C1NC(=O)c2c(sc3c2CCCC3)N1 (stereo not drawn) | -4 | -4 | -3 | -4 | 9[fluorescence artefact?] | 0 | -54 | -4 | -1
Cc1c(O)c(=O)ccn1Cc1ccccc1 | -14 | 1 | -2 | 3 | -1 | 0 | 0 | 5 | 10
Cc1cc(N2CCOCC2)ccc1/C=C1\NC(=O)N(Cc2ccccc2)C1=O | -7 | -8 | -5 | -12 | -12 | -5 | 20 | 6 | 4
O=S(=O)(CCSc1ccc(C(F)(F)F)cn1)c1ccccc1 | 37 | 1 | -2 | 1 | -7 | -6 | -5 | 4 | 5
O=C(CSc1ccccn1)Nc1ccc2c(c1)OCCO2 | 1 | 2 | -1 | -1 | 2 | 0 | 16 | -1 | 6
O=C(CSc1ccc(Cl)cc1)NC(=O)NCc1ccco1 | -10 | 21 | 6 | 13 | -13 | -4 | 21 | -1 | 4
O=C(O)/C=C/c1cnc[nH]1 | -15 | 0 | -6 | 2 | 0 | -4 | 1 | -2 | -2
Cc1cccnc1Nc1nc(-c2ccc(O)cc2O)cs1 | 1 | 5 | -7 | 5 | -6 | -9 | 4 | -2 | 0
Cc1ccc(C(=O)c2sc3nsc(C)c3c2N)cc1 | 4 | 50* | 2 | 28 | 3 | -12 | 0 | 5 | 12
CN1CCN(c2ccc(S(=O)(=O)N3CCCCC3)cc2NC(=O)Cc2ccc(Cl)cc2)CC1 | -5 | -4 | -5 | -2 | 3[fluorescence artefact?] | 5 | 0 | -1 | 5
Cc1ccccc1OCC(=O)N/N=C/c1sc(=O)n(Cc2cccc(C(=O)O)c2)c1Cl | 1 | 2 | -14 | -1 | 1 | -1 | 18 | -1 | 6
O=C(CSc1nnc(-c2ccncc2)n1Cc1ccco1)Nc1nccs1 | -5 | 0 | -5 | 0 | 2[fluorescence artefact?] | 5 | 7 | -2 | 12
CSc1ccccc1NC(=O)c1cnccn1 | -33 | 1 | -2 | -2 | 1 | -28 | 3 | -2 | 8
Cc1ccc(C(=O)NCCSc2c(C)[nH]c3ccccc23)cc1[N+](=O)[O-] | -2 | -1 | 2 | -2 | -3[fluorescence artefact?] | 5 | -12 | 0 | 9
COC(=O)c1sc2nc(SCC(=O)N(C)c3ccccc3)n(N)c(=O)c2c1C | 1 | -3 | 1 | -8 | 22 | -3 | 26 | -4 | 4
CCn1ncc(Br)c1C(=O)Nc1cc(C(=O)OC)ccc1C(=O)OC | -2 | 1 | -8 | 2 | 2[fluorescence artefact?] | -10 | 0 | -3 | -12
Nn1c(Nc2ccccc2)nc2sc3c(c2c1=O)CCC3 | -18 | 1 | -12 | -2 | -20 | -4 | 10 | 8 | 8
CN(C)S(=O)(=O)c1cccc(C(=O)Nc2ccc(S(=O)(=O)N3CCCC3)cc2)c1 | -2 | -1 | -4 | 3 | -8 | -5 | -10 | 8 | 3
Cc1ccc(S(=O)(=O)O/N=C2/CCCc3occc32)cc1 | -4 | 2 | -4 | 3 | 65 | -5 | 2 | 0 | 36
CCCCCCCCc1nc(=S)[nH][nH]1 | -71 | 26 | 2 | 68 | 7 | 21 | -11 | -2 | 32
CCOCCCNC(=O)C(c1ccc(OC)cc1)N(Cc1cccs1)C(=O)c1ccccn1 (stereo not drawn) | 26 | -1 | 7 | -1 | -5 | 8 | 19 | 3 | 16
O=S(=O)(c1ccc2c(c1)OCCO2)N1CCN(Cc2ccc3c(c2)OCO3)CC1 | -12 | 1 | -5 | -2 | 14 | -9 | 1 | -1 | 0
SMILES | KLK5 inh | Runt-CBFb FRET | thrombin 1536 | Runt-SMMHC FRET | 14-3-3 Bad inh | FXIa inh 1536 | Hck Nef HTS | Wee1 stabilizer | FXIIa inh 1536
O=C(O)C1CCCCC1C(=O)NCCCN1CCOCC1 (stereo not drawn) | -7 | -3 | 12 | -1 | 0 | -12 | 5 | 1 | 1
COC(=O)CNc1nc(-c2ccccc2F)nc2ccccc12 | -3 | 0 | 3 | 0 | 1 | 11 | -1 | 1 | 30
CCNc1ccc(Br)cc(C(=O)/C=C/c2c(Cl)cccc2Cl)c1=O | -72 | 10 | 0 | -5 | 83*[fluorescence artefact?] | 2 | 3 | 2 | 9
O=[N+]([O-])c1ccc2nc(-[n+]3c(-c4ccccc4)cc(-c4ccccc4)cc3-c3ccccc3)[nH]c2c1 | -5 | 0 | -2 | 1 | -35 | -3 | 0 | 1 | 5
Cc1onc(-c2c(Cl)cccc2Cl)c1C(=O)ONC(=O)c1cc(C(F)(F)F)cc(C(F)(F)F)c1 | 4 | -1 | 1 | -6 | -1 | 7 | 7 | -2 | 7
Brc1ccc(/C=N/Nc2ncnc3c2cnn3Cc2ccccc2)cc1 | -4 | -2 | 1 | -12 | 7 | 18 | 0 | -2 | 22
CN(C)CCSc1nnc(-c2ccccc2)o1 | -12 | -1 | 5 | -1 | 15[fluorescence artefact?] | -4 | -5 | 0 | 17
CSc1nc(O)c(/C=C2\C=Nc3ccccc32)[nH]1 | -1 | 0 | 0 | 5 | -4 | 15 | 6 | 1 | 23
COc1ccc(OC)c(-n2c(SCC(N)=O)nnc2-c2c[nH]c3ccccc23)c1 | 1 | 1 | 2 | -2 | 4 | 5 | 3 | 0 | 12
Cc1ccc(NC(=O)NCc2ccccn2)cc1 | -6 | -1 | -3 | -4 | -13 | -4 | 7 | 3 | 3
O=C(O)CC(CC(=O)Nc1ccccc1C(=O)O)c1ccccc1 (stereo not drawn) | -5 | 1 | -7 | 1 | 1 | -3 | 11 | -3 | 4
O=C(NCCc1ccccc1F)C1CCCN1S(=O)(=O)c1ccc2ccccc2c1 (stereo not drawn) | -11 | -3 | 2 | 2 | 0 | 11 | 8 | -2 | 18
CCS(=O)(=O)N1CCN(c2ccc(C(=O)NC3C4CC5CC(C4)CC3C5)cc2[N+](=O)[O-])CC1 (stereo not drawn) | -3 | -8 | -8 | -4 | 3 | -5 | 1 | 3 | 1
O=C(O)/C=C/C(=O)NC1CCCCC1 | -12 | 0 | -5 | 1 | -6[fluorescence artefact?] | 1 | -3 | 0 | 3
COC(=O)c1ccsc1NC(=O)c1ccccc1 | -5 | -1 | -9 | -4 | -8 | -3 | 16 | -3 | 4
O=C(NCCCNCc1ccccc1)/C(=N\O)c1ccccc1 | -7 | 0 | 3 | 0 | 5 | 5 | 2 | 5 | 3
Cc1cc(N2CCOCC2)n2ncc(-c3ccc(Cl)cc3)c2n1 | -1 | -2 | -1 | -1 | -4 | -6 | 8 | 5 | 7
Cc1cc(C)cc(SCc2noc(C(=O)NCCCN3CCOCC3)c2C(=O)NCCCN2CCOCC2)c1 | 0 | -1 | -7 | 4 | -4 | -1 | 26 | · | 7
O=C(CCCn1c(=O)[nH]c2cc(Cl)ccc2c1=O)NCCCN1CCN(c2ccc(F)cc2)CC1 | -4 | -3 | -6 | -6 | -10 | -8 | 18 | 2 | 5
COc1ccc2oc(=O)c(C(=O)N3CCCc4ccccc43)cc2c1 | 10 | -1 | -1 | 2 | -18 | -1 | -2 | 0 | 4
O=C(NCCCn1ccnc1)C(Cc1ccccc1)N1C(=O)c2ccccc2C1=O (stereo not drawn) | 0 | 5 | -3 | 4 | -4 | -2 | -1 | 2 | -4
CC(C)OC(=O)C1=C2SCC(=O)N2C(N)=C(C#N)C1 | 1 | 0 | -7 | 4 | -1 | -3 | 0 | 6 | 7
CCCN(CCC)C(=O)Cn1c(=O)c2ccccc2n2c(=S)sc(-c3ccccc3C)c12 | -42 | 18 | -7 | -40 | -19[fluorescence artefact?] | -2 | -1 | 2 | 5
COC(=O)C(CCCCN1C(=O)C2C3C=CC(C3)C2C1=O)N1C(=O)C2C3C=CC(C3)C2C1=O (stereo not drawn) | 4 | 0 | -1 | 0 | 3 | -1 | 0 | -2 | -5
CC1=NN(c2ccccc2)C(=O)/C1=C/c1c(O)n(-c2ccc(F)c(Cl)c2)[nH]c1=O | -2 | -3 | -4 | -6 | 11 | 3 | 2 | 0 | 7
SMILES | KLK5 inh | Runt-CBFb FRET | thrombin 1536 | Runt-SMMHC FRET | 14-3-3 Bad inh | FXIa inh 1536 | Hck Nef HTS | Wee1 stabilizer | FXIIa inh 1536
CN1c2ccc(Cl)cc2C(=O)NC1c1ccc([N+](=O)[O-])s1 (stereo not drawn) | -7 | 1 | -6 | -2 | 0 | 4 | 4 | -1 | 7
N#Cc1nc(Cc2cccc3ccccc23)oc1N1CCOCC1 | 1 | -2 | 2 | 3 | 4 | 10 | 2 | -3 | 22
CN(C(=O)c1ccc(-c2nn(C)c(=O)c3ccccc23)cc1)c1ccccc1 | -17 | 1 | 4 | 7 | -3 | -2 | 1 | 1 | 16
CCCCNC(=O)COc1ccccc1[N+](=O)[O-] | -10 | 0 | -3 | 3 | 1 | 0 | 3 | 0 | 7
CC(=O)c1cccc(NC(=S)NC(=O)c2ccccc2Br)c1 | -3 | -1 | -4 | 2 | -1 | 1 | 3 | -1 | -1
COC(=O)C(C)(C)ONC(=O)Nc1ccccc1Br | 2 | 0 | 5 | 4 | -16 | 11 | 4 | 1 | 14
O=C(CSc1nnc(-c2ccc(OC(F)F)cc2)o1)N1CCOCC1 | -4 | -1 | -4 | 2 | 5 | 15 | 4 | 5 | 24

Part of the list above, with each value named.
O=S(=O)(c1ccc2c(c1)OCCO2)N1CCN(Cc2ccc3c(c2)OCO3)CC1
  KLK5 inh = -12
  Runt-CBFb FRET = 1
  thrombin 1536 = -5
  Runt-SMMHC FRET = -2
  14-3-3 Bad inh = 14
  FXIa inh 1536 = -9
  Hck Nef HTS = 1
  Wee1 stabilizer = -1
  FXIIa inh 1536 = 0
O=C(O)C1CCCCC1C(=O)NCCCN1CCOCC1 (stereo not drawn)
  KLK5 inh = -7
  Runt-CBFb FRET = -3
  thrombin 1536 = 12
  Runt-SMMHC FRET = -1
  14-3-3 Bad inh = 0
  FXIa inh 1536 = -12
  Hck Nef HTS = 5
  Wee1 stabilizer = 1
  FXIIa inh 1536 = 1

Screening data (PubChem)

Rows are unselected (roughly 4.2% active in at least one column).
